Source: PubChem BioAssay
b-catenin transl – alters nuclear translocation of beta-catenin in HeLa cells; 190,000 tested, 0.3% active; nuclear translocation activity, % at 5 µM; immunofluorescence imaging; AID 1665;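 active = nuclear translocation activity above 50% at 5 µM, with a well cell count of 50 or more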;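 note: per-cell ratio of nuclear to cytoplasmic median beta-catenin stain intensity; plate controls were DMSO negative control for no effect and GSK-3 inhibitor IX positive control for full effect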
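Test system: human HeLa cells, endogenous beta-catenin. Times: 24 h compound exposure, 37°C. Measured by: beta-catenin immunofluorescence imaging with DAPI.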
WT yeast gro inh – growth inhibition of WT yeast, mitochondrial fusion screen. mitochondrial fusion phenotypic screen, WT strain. inhibition, % at 10 µM. 190,000 tested, 2.1% active. AID 1362; in the data active = inhibition above about 58%; tested in S. cerevisiae
CSM14.1 death rescue – protection against thapsigargin-triggered cell killing – 384-well, CSM14.1, ATP luminescence, primary screen (AID 1222); CSM14.1 thapsigargin-induced death rescue, ATP luminescence; higher % means a stronger effect; cellular ATP content (survival), % at 20 µM, or EC50 in µM where a hit was titrated; 190,000 tested, under 10 active;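 active = EC50 below 50 µM in the dose-response confirmation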;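 note: death triggered by thapsigargin at about 15 µM added after 2 h compound pretreatment; cell ATP read after overnight thapsigargin exposure of roughly 18 to 22 hours; normalized against plate controls of thapsigargin alone and 5% DMSO vehicle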
Autophagy mod – autophagy modulation, high-content screen. MEF GFP-LC3 puncta imaging; test concentration mostly 10 µM. calls only at 10 µM (by protocol). 190,000 tested, 0.98% active. AID 463193;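 active = percentage of spot-positive cells more than 3 SD above its plate mean, without a fluorescence outlier flag or 80% toxicity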;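 note: spot-positive cell cutoff set from DMSO-treated cells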
MT stabilizer – stabilizes microtubules in HeLa cells. HeLa tubulin immunostaining HCS, 24 h; share of cells brighter than vehicle mean+2SD. % tubulin-high responders, % at 10 µM. 200,000 tested, 0.83% active. AID 2205;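 active = plate Z-score above 3 for both tubulin-high and condensed-nucleus cell shares, with cell loss under 80%, at 10 µM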;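 note: anti alpha tubulin signal scored within the nucleus-defined area of each cell; some results filed as inactive read as strong as hits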
XIAP antagonists – XIAP antagonists, biochemical, IAP family, fluorescence polarization (AID 1018); XIAP BIR domain, fluorescence polarization peptide displacement; higher % means a stronger effect; one-dose displacement, % at 20 µM; IC50 in µM for titrated hits; 200,000 tested, 0.007% active; in the data active = displacement above about 50%; note: a part of the inactive calls stands beside numbers as strong as those of hits
Dynein cargo inh – blocks dynein driven cargo transport along microtubules; 3617.4 mouse cells, GR-EGFP nuclear translocation imaging; test concentration mostly 20 µM; stimulated with dexamethasone, 1 µM; active compounds read low; z-score, hits read low; 220,000 tested, 0.47% active;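 active = plate z-score of nuclear minus cytoplasmic receptor signal below a set negative limit, without overly bright fluorescence or cell loss, cut at about -3.5 in these data, passing the limit was not always enough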;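 note: z-score of nuclear minus cytoplasmic ring GR-EGFP intensity difference per well; some compounds called inactive have numbers as strong as hits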
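Buffer or medium: tet-free medium with charcoal-stripped serum / Also added: dexamethasone agonist, 1.0 µM final, for 30 min / Timing: induction 48 h, compound 1 h, agonist 30 min / Measured by: high-content fluorescence imaging after fixation / Read-out: nuclear-to-cytoplasmic GR-EGFP distribution per well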
Lipid droplet – hepatic lipid droplet formation modulation; AID 1656; 240,000 tested, 0.4% active; inhibition, % at 6.5 µM; AML12 mouse hepatocytes, oleate lipid droplets, BODIPY imaging;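 active = lipid droplet intensity inhibited by at least 50%, with more than 500 cells counted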
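material = mouse AML12 hepatocyte cell line, fixed after treatment | also added = 100 µM oleic acid challenge | doses = compound at 6.5 µM only | schedule = overnight exposure | technique = Image-based BODIPY and DAPI two-channel analysis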
Insulin prom up – MIN6 insulin promoter up-regulation; AID 1625; MIN6 insulin promoter-GFP reporter, high-content imaging; active compounds read high; 190,000 tested, 0.3% active; z-score at 5 µM;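 active = z-score above 3 at 5 µM with at least 500 cells counted in the well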
WT yeast gro inh mutant strain – also measured in WT yeast gro inh; calls as there; inhibition, %; mitochondrial fusion phenotypic screen, mutant strain inhibition
Dynein cargo inh cytoplasmic EGFP – further read-out of Dynein cargo inh, marked with its call; z-score; measured here: cytoplasmic GR-EGFP intensity; active compounds read high
Dynein cargo inh nuclear GR-EGFP – recorded beside Dynein cargo inh, whose call it bears; z-score; measured here: nuclear GR-EGFP intensity;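 lower value marks the stronger effect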
Dynein cargo inh cell count – further read-out of Dynein cargo inh, marked with its call; z-score; measured here: cell count per field
Insulin prom up cell count – recorded beside Insulin prom up, whose call it bears; cell count; measured here: cytotoxicity, nuclei count;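 total cells summed across four imaged fields per well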
Lipid droplet cells 6.5 µM – further read-out of Lipid droplet, marked with its call; cell count; measured here: cell count, cytotoxicity flag;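 cells counted across two imaged fields per well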
b-catenin transl cell count 5 µM – also measured in b-catenin transl; calls as there; cell count; measured here: cell count, cytotoxicity flag
MT stabilizer Hoechst-high % – further read-out of MT stabilizer, marked with its call; % Hoechst-high responders; measured here: nuclear condensation Hoechst responders;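 share of cells brighter than vehicle mean plus two SD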
MT stabilizer cytotoxicity % – further read-out of MT stabilizer, marked with its call; toxicity, %; measured here: cytotoxicity by cell density;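 0% = mean cell density of plate MIN control wells and 100% = no cells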
Autophagy mod cell loss 18 h – second read-out of Autophagy mod, no call of its own (marks repeat the call); toxicity, %; measured here: cell loss, nuclei count;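 cell loss after 18 h compound exposure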
Starred values were filed as active, the others as inactive; i = inactive; x = not tested or not shown.

Structure,b-catenin transl,b-catenin transl cell count 5 µM,WT yeast gro inh,WT yeast gro inh mutant strain,CSM14.1 death rescue,Autophagy mod,Autophagy mod cell loss 18 h,MT stabilizer,MT stabilizer Hoechst-high %,MT stabilizer cytotoxicity %,XIAP antagonists,Dynein cargo inh,Dynein cargo inh cytoplasmic EGFP,Dynein cargo inh nuclear GR-EGFP,Dynein cargo inh cell count,Lipid droplet,Lipid droplet cells 6.5 µM,Insulin prom up,Insulin prom up cell count
O=C(c1ccc(Oc2ccc(C(F)(F)F)cc2[N+](=O)[O-])cc1)N1CCOCC1,x,x,-10.9,10.7,-0.9%,i,-6.2,0.9,3.4,10.1,-10.9%,-0.947,-0.197,-0.8,0.601,15.9,729,0.55,1267
CCCc1ccc(-c2cc(C(=O)NCCc3ccc(S(N)(=O)=O)cc3)c3ccccc3n2)cc1,1.1,1414,-16.8,27.8,-6.4%,i,-21.7,2.4,2.2,8.5,-3.6%,0.615,-0.141,0.727,-0.111,x,x,-0.16,1659
Cc1ccc(NC(=O)CCn2nc([N+](=O)[O-])cc2C)nc1,x,x,10.9,-11.9,-0.6%,i,6.5,2.1,1.1,2.6,10.1%,0.451,-0.0137,1.15,-1.11,3.3,716,-0.35,1327
O=C(CCNS(=O)(=O)c1cccs1)N1CCc2ccccc2C1,-1.2,1421,-10.1,-11.1,-2.4%,i,-5.5,1.4,1.8,4.8,-5.3%,-0.574,-0.215,-0.23,0.685,x,x,-0.08,1581
O=C(O)CC/C(=C\c1ccc(N2CCOCC2)c([N+](=O)[O-])c1)c1nc2ccccc2s1,-1.5,1039,-9.8,-9.3,-0.5%,i,-7.1,4.4,2.4,21.0,-18.2%,0.654,-0.187,1.31,-0.939,-16.9,681,0.11,1345
CCOC(=O)Cc1csc(NC(=O)C(C)(C)CC)n1,x,x,12.0,12.9,-0.8%,i,-9.6,2.7,1.4,9.8,-5.1%,1.66,0.459,2.1,-1.78,12.0,713,0.61,837
O=C(OCc1ccc(F)cc1)c1ccc2c(c1)-c1ccccc1C2=O,2.0,1362,14.2,3.8,-1.0%,i,1.2,2.1,1.1,8.9,-2.6%,-0.13,-0.212,-0.264,0.348,x,x,-0.07,1588
CC(C)N1CC(C(=O)Nc2nc3ccccc3s2)CC1=O (stereo not drawn),0.6,1086,9.9,7.5,-1.9%,i,-0.8,4.9,3.3,7.1,-0.8%,0.0783,0.109,0.154,-0.255,11.3,712,x,x
CCOC(=O)C1C(=O)OC(C)(C)C1C(CC)C(=O)c1c(C)cc(C)cc1C (stereo not drawn),-0.8,1348,x,x,x,x,x,x,x,x,x,-0.626,-0.222,-0.344,0.739,-19.6,715,-0.01,1101
COc1ccc(/C=C2\CCCc3c2nc2ccccc2c3C(=O)O)cc1OC,-0.1,1328,x,x,x,x,x,x,x,x,x,1.79,-0.233,0.889,-1.06,-5.4,691,1.75,1103
O=C(NNC(=O)c1ccc(F)cc1F)c1ccc2c(c1)OCO2,-0.4,1043,-0.6,-16.7,-0.1%,i,8.5,4.5,3.9,7.0,-4.8%,-0.367,-0.203,-0.48,0.0223,0.7,674,0.04,1159
CCCCOC(=O)c1ccc(NC(=O)c2cc(Cl)ccc2OC)cc1,-1.3,1061,-9.7,-17.5,-1.2%,i,16.7,1.7,1.8,5.4,-3.5%,-0.561,0.0224,-0.362,0.139,-13.9,714,0.02,1962
CC(C)N(Cc1ccccc1)C(=S)Nc1ccc(F)cc1,-2.2,1082,0.0,20.3,-1.7%,i,0.4,5.6,2.3,7.7,-0.9%,-0.321,-0.332,0.122,0.852,-12.9,720,-1.59,1226
COc1cccc(OC)c1C(=O)Nc1cc(C)on1,1.6,1170,-2.9,-0.1,-0.6%,i,0.2,3.8,1.2,3.5,-2.0%,0.89,-0.206,-0.0908,-1.41,x,x,-0.02,1484
Cc1sc2ncn(CC(=O)NCC3COc4ccccc4O3)c(=O)c2c1S(=O)(=O)N1CCCCC1 (stereo not drawn),-0.1,1098,-9.6,-2.5,1.4%,i,18.4,1.4,1.3,8.7,-6.3%,0.442,-0.317,0.467,-0.237,3.6,705,-0.17,1289

Some entries already given, reduced to Lipid droplet cells 6.5 µM, MT stabilizer cytotoxicity % and Insulin prom up cell count.
| mol | Lipid droplet cells 6.5 µM | MT stabilizer cytotoxicity % | Insulin prom up cell count |
| --- | --- | --- | --- |
| CCOC(=O)C1C(=O)OC(C)(C)C1C(CC)C(=O)c1c(C)cc(C)cc1C (stereo not drawn) | 715 | x | 1101 |
| COc1ccc(/C=C2\CCCc3c2nc2ccccc2c3C(=O)O)cc1OC | 691 | x | 1103 |
| O=C(NNC(=O)c1ccc(F)cc1F)c1ccc2c(c1)OCO2 | 674 | 7.0 | 1159 |

Next part:
Structure,b-catenin transl,b-catenin transl cell count 5 µM,WT yeast gro inh,WT yeast gro inh mutant strain,CSM14.1 death rescue,Autophagy mod,Autophagy mod cell loss 18 h,MT stabilizer,MT stabilizer Hoechst-high %,MT stabilizer cytotoxicity %,XIAP antagonists,Dynein cargo inh,Dynein cargo inh cytoplasmic EGFP,Dynein cargo inh nuclear GR-EGFP,Dynein cargo inh cell count,Lipid droplet,Lipid droplet cells 6.5 µM,Insulin prom up,Insulin prom up cell count
O=C1[C@H]2C(c3ccccc3)=NN(c3ccccc3)[C@H]2C(=O)N1c1ccccc1,0.6,1074,16.0,7.0,0.2%,i,3.0,2.1,2.5,4.8,-2.6%,-0.382,-0.336,-0.172,0.303,-8.1,719,0.73,1273
CCCCn1c(NC(=O)c2ccc(Br)o2)c(S(=O)(=O)c2ccccc2)c2nc3ccccc3nc21,0.5,1195,18.0,21.9,-0.3%,i,-2.5,2.8,1.3,4.2,-1.5%,-2.05,-0.186,-0.535,1.2,8.3,792,-0.47,947
CCN(CCO)Cc1csc2ccc(Cl)cc12,0.7,527,-8.0,-4.7,0.3%,i,-1.7,5.2,2.6,6.9,-11.2%,-0.92,-0.102,-0.614,-0.0124,5.0,675,-1.85,757
COc1ccc2nc(/N=C/c3c(C)[nH]n(-c4ccc(C)cc4C)c3=O)sc2c1,-1.1,1059,-8.8,1.5,-0.7%,i,-9.1,3.2,2.5,9.5,-5.9%,0.532,-0.248,0.475,0.0979,18.6,665,0.03,1474
CC(/C=N/NC(=O)c1cc(-c2ccccc2)nc2ccccc12)=C\c1ccco1,155.2*,327*,13.1,17.5,-1.5%,i,24.8,7.2,22.5,37.0,-7.2%,-0.198,-0.155,-0.099,-0.424,-129.9,329,-0.41,649
CCc1nnc(NC(=O)[C@@H](NC(=O)c2cccc(S(=O)(=O)N3CCOCC3)c2)C(C)C)s1,0.6,1439,7.4,6.0,-1.1%,i,0.8,3.6,1.1,5.9,-7.2%,-0.441,-0.218,-0.149,-0.329,x,x,-0.15,1453
CCOC(=O)C1(Cc2ccccc2C)CCCN(S(=O)(=O)c2cccnc2)C1 (stereo not drawn),-1.3,1036,-0.1,-20.0,0.1%,i,-4.1,3.6,0.9,8.3,-1.1%,-0.167,-0.341,-0.636,1.01,-23.3,668,0.73,1428
COc1ccc(NC(=O)CSc2ncnc3c2sc2ccccc23)c(OC)c1,0.3,1142,-13.9,-21.8,3.1%,i,-1.7,9.4,7.2,1.6,-16.5%,0.29,-0.231,0.286,-0.148,7.2,675,0.7,1482
Cc1cc(C(C)(C)C)c(O)c(C(C)(C)C)c1,-2.3,1104,-10.3,3.7,0.2%,i,3.4,4.1,3.2,5.1,-3.7%,-0.354,-0.321,0.000733,0.435,22.7,657,-1.32,919
Cc1ccc(C)c(OCc2n[nH]c(=S)o2)c1,-0.5,1260,x,x,x,x,x,x,x,x,x,-0.644,-0.856,-0.662,0.474,-3.8,674,-0.14,1040
Nc1nnc(SCC(=O)OCc2ccccc2)s1,-0.2,1014,2.7,-2.1,-2.9%,i,-13.7,2.0,2.9,5.1,-35.0%,-0.791,-0.285,-0.881,0.664,-30.9,697,0.14,1304
C#CCn1c(O)c(N=NC(=O)C(O)c2ccccc2)c2ccccc21 (stereo not drawn),0.2,1330,x,x,x,x,x,x,x,x,x,0.476,-0.247,0.124,-0.194,-6.1,678,0.41,1099
